ADAM17 inh – ADAM17 inhibition, QFRET primary screen; recombinant ADAM17, EDANS/DABCYL FRET peptide cleavage; AID 720648; inhibition, % at 6.95 µM; 370,000 tested, 0.83% active; P78536;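 active = inhibition above the mean of compounds lying between control limits plus 3 SD, set per campaign, cut at about 8.5% in these data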;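 also: 0% = DMSO-only wells as the low control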
KLK7 zymogen act – activates the human kallikrein-7 zymogen | AID 652039 | 370,000 tested, 0.9% active | purified proKLK7, EDANS-DABCYL substrate fluorescence; 100% is mature enzyme control, 0% vehicle | activation, % at 7 µM;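 active = activation above the mean of all tested compounds plus 3 SD, computed per campaign excluding outliers beyond control limits, cut at about 13% in these data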
Target sequence (P49862 whole entry, looked up): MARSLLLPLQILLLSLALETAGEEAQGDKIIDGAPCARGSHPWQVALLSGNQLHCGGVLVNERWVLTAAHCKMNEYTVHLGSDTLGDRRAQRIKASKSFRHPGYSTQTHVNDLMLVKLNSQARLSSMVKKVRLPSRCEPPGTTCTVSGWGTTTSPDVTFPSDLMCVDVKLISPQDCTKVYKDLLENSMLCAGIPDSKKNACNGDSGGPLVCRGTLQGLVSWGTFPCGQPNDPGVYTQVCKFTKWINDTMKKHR
PLC-gamma1 inh – blocks human PLC-gamma1 enzyme activity. P19174. purified PLC-gamma1, fluorogenic substrate, fluorescence. inhibition, % at 12.2 µM. AID 720700. 370,000 tested, 0.84% active; in the data active = inhibition above about 9.5%
LEDGF integ inh – blocks HIV-1 LEDGF/p75-dependent DNA integration. inhibition, % at 3.7 µM. 370,000 tested, 0.64% active. TR-FRET IN-LEDGF/p75 DNA integration, Eu/Cy5;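 active = inhibition above the screen-wide mean plus 3 SD, cut at about 13% in these data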;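 also: signal is the Cy5 over europium emission ratio at 671 and 618 nm; 0% = plate median of compound wells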
ASAP1 GAP inh – ASAP1 ArfGAP inhibition | Q9ULH1 | ASAP1-stimulated ARF1 GTP hydrolysis, GDP FP detection | inhibition, % at 16.5 µM | 360,000 tested, 0.19% active; in the data active = inhibition above about 25%;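 also: 0% = vehicle with enzyme and substrate and 100% = no enzyme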
TDP2 absorb – blocks human TDP2 phosphodiesterase activity. O95551. recombinant TDP2, T5PNP hydrolysis, p-nitrophenol absorbance 415 nm. inhibition, % at 12.8 µM. 370,000 tested, 0.34% active;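 active = inhibition above the mean of all tested compounds plus 3 SD, set per campaign, cut at about 25% in these data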;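 also: 0% = DMSO with enzyme and 100% = buffer with substrate but no TDP2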
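Material: recombinant human TDP2; quantity: TDP2 enzyme at 120 nM final; medium: Tris-HCl pH 7.5 with MgCl2; compound: single concentration, 12.8 µM nominal, with 1% DMSO; incubation: 2 h enzyme incubation at 37 °C; signal: epi absorbance; measure: percent inhibition; benchmarks: high control without enzyme, low control DMSO plus TDP2; repeats: singlicate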
Tn6 DDE FP – disrupts Tn6 cyclic peptide binding to fibrin D-Dimer-E complex | Fibrin DD(E) TRITC-Tn6 fluorescence polarization displacement | 370,000 tested, 0.21% active | AID 720509 | inhibition, % at 8.3 µM;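 active = inhibition above a per-campaign cutoff: mean of compounds within control limits plus 3 SD, cut at about 15% in these data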;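 also: 0% = median of all compound wells on the plate and 100% = blocking peptide control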
ADAM10 inh – inhibitors of human ADAM10 | O14672 | recombinant ADAM10, EDANS/DABCYL FRET peptide cleavage, 3 h | inhibition, % at 7 µM | 370,000 tested, 0.62% active | AID 720582;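 active = inhibition above a per-campaign cutoff equal to the mean of compounds falling between control-based bounds plus 3 SD, cut at about 20% in these data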;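 also: 0% = DMSO wells while the 100% control is not disclosed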
Target sequence (O14672 214-748 limits assumed): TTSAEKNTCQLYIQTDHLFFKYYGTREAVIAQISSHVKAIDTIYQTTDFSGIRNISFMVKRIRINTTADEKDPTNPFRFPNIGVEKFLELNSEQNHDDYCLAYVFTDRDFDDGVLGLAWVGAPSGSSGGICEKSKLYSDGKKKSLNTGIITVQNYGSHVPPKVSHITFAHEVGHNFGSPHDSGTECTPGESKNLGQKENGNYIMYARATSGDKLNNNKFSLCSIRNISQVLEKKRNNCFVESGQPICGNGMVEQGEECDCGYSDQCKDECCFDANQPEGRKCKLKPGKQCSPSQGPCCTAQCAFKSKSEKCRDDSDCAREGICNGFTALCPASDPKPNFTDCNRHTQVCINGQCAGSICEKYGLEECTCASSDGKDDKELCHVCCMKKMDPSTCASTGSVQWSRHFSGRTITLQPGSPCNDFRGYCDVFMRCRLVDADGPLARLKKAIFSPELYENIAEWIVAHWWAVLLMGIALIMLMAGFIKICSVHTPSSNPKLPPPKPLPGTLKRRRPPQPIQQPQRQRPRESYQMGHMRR
ARFGAP1 inhibitor – inhibitors of rat ARFGAP1 | Q62848 | Arfgap1-stimulated ARF1 GTP hydrolysis, GDP FP detection | inhibition, % at 16.5 µM | 360,000 tested, 0.26% active;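 active = inhibition above a per-plate limit, mean inhibition of low control wells plus 3 SD, cut at about 25% in these data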;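 also: 0% = DMSO wells with enzyme and 100% = wells lacking Arfgap1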
Target sequence (Q62848 1-136 limits assumed): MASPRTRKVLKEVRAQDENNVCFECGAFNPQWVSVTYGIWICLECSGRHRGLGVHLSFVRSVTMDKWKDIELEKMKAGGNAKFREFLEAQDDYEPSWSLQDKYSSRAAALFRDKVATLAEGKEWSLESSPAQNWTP
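Material: rat Arfgap1 catalytic domain, aa 1-136; also added: human ARF1(Δ1-17)-GTP substrate; compound dosing: one concentration, 16.5 µM, DMSO 1.26%; incubation: GTP hydrolysis reaction 2 h at 25 °C; measured by: Tracer-displacement fluorescence polarization with EDTA stop, 620/688 nm; evaluation: % inhibition from polarization; repeats: one replicate per compound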
Tn7 DDE FP – inhibitors of Tn7 peptide binding to human fibrin DD(E); P02675; FP displacement of FITC-Tn7 peptide from fibrin DD(E); 0% = median of compound wells per plate; inhibition, % at 8.3 µM; 370,000 tested, 0.13% active; AID 720508;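 active = inhibition above the mean of compounds falling within the control limits plus 3 SD of them, cut at about 14% in these data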;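 also: 0% = plate median of compound wells and 100% = 10 µM Aha-Tn7 peptide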
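Assay system: human fibrin DD(E) protein / Input: 2 µM fibrin DD(E) / Benchmarks: high control of 10 µM Aha-Tn7 peptide / Measured by: fluorescence polarization of the labelled Tn7 tracer / Medium: Tris buffer with calcium and detergent, pH 7.8 / Timing: 10 min compound pre-incubation, 3 h probe incubation at room temperature / Repeats: one replicate per compound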
Starred values were filed as active, the others as inactive; i = inactive; x = no result given.

ADAM17 inh	KLK7 zymogen act	PLC-gamma1 inh	LEDGF integ inh	ASAP1 GAP inh	TDP2 absorb	Tn6 DDE FP	ADAM10 inh	ARFGAP1 inhibitor	Tn7 DDE FP	smiles
-4	0.2	-2	0	11	-11	15	6	2	4	CCOc1ccc(NC(=O)c2nsc(Cl)c2Cl)cc1
-2	-0.2	4	-1	8	-5	3	-10	1	0	CCOc1ccc(OCCC(=O)NNC(=O)c2nn(C)c(=O)c3ccccc23)cc1
1	0.7	0	4	-12	-5	3	4	-1	-8	Cc1cccc(NS(=O)(=O)c2ccc(C)c(C(=O)NCC(c3ccco3)N3CCCCC3)c2)c1 (configuration not stated)
-3	0.3	1	1	x	-1	1	-2	x	-1	Cc1cc(C)cc(NC(=O)OC2CC3CC2[C@H]2CCCCN2[C@H]3Cc2ccccc2)c1 (some centres not stated)
4	-0.4	0	0	4	1	-3	7	15	6	CN(CCc1ccccc1)C(=O)c1cccc(NC(=O)Cc2cccc(NC(=O)C3CCCN(C(=O)CCc4ccccc4)C3)c2)c1 (configuration not stated)
0	-0.3	1	0	-1	-6	0	0	-1	4	O=C(c1ccc2c(c1)OCO2)N1CCC2(CC1)Oc1ccc(F)cc1C(=O)C21CC(c2ccc(Cl)cc2)=NO1 (configuration not stated)
0	0.2	2	3	-4	-6	-1	-1	0	-3	CCN(CC)C(=S)SCC(=O)Nc1ncc2c(n1)CCCC2=O
2	0.8	2	1	-1	10	5	1	0	1	COc1ccccc1C(=O)C1CCCN(C(=O)c2cccc(Cn3cccn3)c2)C1 (configuration not stated)
2	0.1	2	-1	3	-3	-6	-4	-6	2	O=C(NC(=S)Nc1ccccc1N1CCOCC1)c1ccc(Br)cc1
-4	0.3	3	2	3	17	-10	-5	-9	-1	COc1ccccc1NS(=O)(=O)c1ccc(C)c(NC(=O)NCCCl)c1

4 compounds from above, sorted by the number in Tn7 DDE FP, low to high.
ADAM17 inh	KLK7 zymogen act	PLC-gamma1 inh	LEDGF integ inh	ASAP1 GAP inh	TDP2 absorb	Tn6 DDE FP	ADAM10 inh	ARFGAP1 inhibitor	Tn7 DDE FP	smiles
1	0.7	0	4	-12	-5	3	4	-1	-8	Cc1cccc(NS(=O)(=O)c2ccc(C)c(C(=O)NCC(c3ccco3)N3CCCCC3)c2)c1 (configuration not stated)
-2	-0.2	4	-1	8	-5	3	-10	1	0	CCOc1ccc(OCCC(=O)NNC(=O)c2nn(C)c(=O)c3ccccc23)cc1
-4	0.2	-2	0	11	-11	15	6	2	4	CCOc1ccc(NC(=O)c2nsc(Cl)c2Cl)cc1
4	-0.4	0	0	4	1	-3	7	15	6	CN(CCc1ccccc1)C(=O)c1cccc(NC(=O)Cc2cccc(NC(=O)C3CCCN(C(=O)CCc4ccccc4)C3)c2)c1 (configuration not stated)

Of the compounds above, these contain an aryl methoxy group.
ADAM17 inh	KLK7 zymogen act	PLC-gamma1 inh	LEDGF integ inh	ASAP1 GAP inh	TDP2 absorb	Tn6 DDE FP	ADAM10 inh	ARFGAP1 inhibitor	Tn7 DDE FP	smiles
2	0.8	2	1	-1	10	5	1	0	1	COc1ccccc1C(=O)C1CCCN(C(=O)c2cccc(Cn3cccn3)c2)C1 (configuration not stated)
-4	0.3	3	2	3	17	-10	-5	-9	-1	COc1ccccc1NS(=O)(=O)c1ccc(C)c(NC(=O)NCCCl)c1

(list continues)
ADAM17 inh	KLK7 zymogen act	PLC-gamma1 inh	LEDGF integ inh	ASAP1 GAP inh	TDP2 absorb	Tn6 DDE FP	ADAM10 inh	ARFGAP1 inhibitor	Tn7 DDE FP	smiles
2	0.4	5	-1	6	1	0	10	-7	1	CN(Cc1ccccc1)C(=O)c1[nH]cnc1C(=O)NCCCCCNC(=O)OC(C)(C)C
-1	-0.3	2	-1	6	1	8	0	7	6	Cc1c(C(=O)NCC(c2ccco2)N2CCCC2)oc2ccc(Cl)cc12 (configuration not stated)
4	0.0	3	-1	16	-16	-4	6	-4	-2	CCn1c(SCC(=O)Nc2sc3c(c2C#N)CCCC3)nnc1-c1ccco1
-4	0.3	-3	2	-5	4	-9	2	2	2	CCn1c(SCC(=O)Nc2nc(C)cs2)nnc1C(C)NC(=O)c1ccccc1 (configuration not stated)
-4	0.4	-1	-13	15	-10	-1	-15	-12	6	CC(C)COC(=O)OCN1C(=O)CN(CCN2CC(=O)N(COC(=O)OCC(C)C)C(=O)C2)CC1=O
-1	-0.5	2	2	6	-10	-2	6	-13	2	Cc1nc(N2CCCCC2)c(C#N)c(C)c1[N+](=O)[O-]
-3	-0.4	2	-2	-13	5	-5	4	0	3	Cc1ccc(Cl)cc1NC(=O)CCN1C(=O)C2C3CCC(C3)C2C1=O (configuration not stated)
1	0.3	3	3	-1	16	8	3	4	1	CCN(CC(=O)NCc1ccc(F)cc1)c1ccc(S(C)(=O)=O)cc1[N+](=O)[O-]
2	0.1	1	2	15	-13	-3	3	-2	-4	N=c1ccn2c(n1)O[C@H]1[C@H](O)[C@@H](CO)O[C@H]12
-1	-1.1	1	0	0	-7	1	0	-2	1	N=c1n(Cc2ccccc2)c2ccccc2n1CC(O)COc1ccccc1 (configuration not stated)
-2	-0.9	-1	-6	-7	-1	2	-8	-4	0	COC(=O)C(Cc1ccccc1)NC(=O)CC(C)CC(=O)Nc1ccc(C)cc1 (configuration not stated)
5	-0.3	2	-3	3	-10	-2	2	10	-4	Cn1ncc([N+](=O)[O-])c1C(=O)Nc1ccc(Cl)cc1
3	0.1	1	1	-11	-2	1	13	-1	2	O=C(COc1ccc(Br)cc1)Nc1ccc(CN2CCOCC2)cc1
1	1.2	4	5	-2	-6	-2	5	2	3	COc1ccc(CNC(=O)COc2ccc(S(=O)(=O)NC(C)C)cc2)cc1
-3	0.1	-1	-4	8	-1	5	2	-9	6	Cc1ccc(C(=O)NCCCNC(=O)c2ccc(C)nc2)cc1
-8	0.1	0	1	-11	-1	0	3	1	-4	CC(C)NC(=O)N(C)C[C@H]1Oc2c(NC(=O)Nc3ccc(C(F)(F)F)cc3)cccc2C(=O)N([C@H](C)CO)C[C@@H]1C
6	-0.4	-3	-6	-13	-9	10	8	4	8	COc1cccc(NC(=O)COC(=O)Cc2ccc(Cl)cc2)c1
-48	0.3	-65	-5	-1	8	-3	-138	1	1	CC(C)(C)NC(=O)C(c1ccncc1)n1c(-c2ccc(C(F)(F)F)cc2)nc2ccccc21 (configuration not stated)
-5	0.1	-2	-2	13	5	4	2	-3	-1	COc1ccc(N(CC(=O)NCCc2ccc(OC)c(OC)c2)S(=O)(=O)c2ccc(OC)c(OC)c2)cc1
-2	0.3	-4	-1	-16	4	4	-13	-9	1	CC1CCCC(NC(=O)CSc2nnc(-c3cccnc3)n2N)C1C (configuration not stated)
4	-2.5	-6	-3	5	10	-6	10	11	-4	COc1ccc(/C=N\NC(=O)c2cccc(F)c2)cc1COc1ccccc1
-1	0.6	2	6	-9	-5	-2	-2	13	-6	O=C(c1ccc(CS(=O)Cc2cccc(Cl)c2)o1)N1CCN(C2CCCCC2)CC1 (configuration not stated)
0	-0.4	3	2	-16	-11	1	5	4	-4	OC(CCN1CCC2(CC1)OCCO2)C(F)(F)F (configuration not stated)
0	0.3	-1	-2	5	14	1	-5	-3	5	Cc1nc(-c2ccc(Cl)cc2)sc1C(=O)O
-157	-10	-199	1	-1	-6	-1	i	8	-9	Cn1cccc1/C=N/NC(=O)c1cc(-c2cccs2)nc2ccccc12
-3	1.0	0	0	0	10	0	4	2	-2	COc1ccc(NC(=S)N(CCc2ccc(OC)c(OC)c2)Cc2ccccn2)cc1
-3	-0.5	-1	-1	x	5	-12	-2	x	-2	COc1ccc(-n2c(COc3ccc(Cl)cc3)nnc2SCC(=O)Nc2ccc(Oc3ccccc3)cc2)cc1
3	-0.3	1	-4	-4	-1	-5	10	14	6	Oc1ccc(-c2nccc(-c3ccc(Cl)cc3)n2)cc1
-4	0.1	0	-5	-26	2	0	6	-7	5	O=C(CCCN1C(=O)c2ccccc2C1=O)Nc1ccccc1C(=O)N1CCOCC1
-4	-0.6	5	1	-4	3	-3	-3	9	3	O=C(NCC1(c2ccccc2)CCCC1)C(=O)N1CCOCC1
0	0.9	7	0	2	2	7	-3	-2	1	Cc1ccc(C(=O)Nc2cccnc2)cc1[N+](=O)[O-]
-4	0.4	1	3	9	6	-2	-4	-4	-8	Cc1nn(CC(=O)NCCc2ccccc2)c(=O)c2cc3occc3n12
0	-0.2	-1	4	2	-5	-4	6	9	1	CCOC(=O)C1=C(C)Nc2nc3ccccc3n2C1c1ccccc1 (configuration not stated)
-1	-0.3	1	1	9	-1	-4	3	-5	2	CCn1cc(C(=O)NCCCOC(C)C)c(=O)c2cc(S(=O)(=O)N3CCC(C)CC3)ccc21
-3	0.5	-1	3	-10	4	3	-10	9	1	Cc1ccc(-c2nnn(CC(=O)N3CCN(c4ccccc4)CC3)n2)o1
-2	1.1	0	2	5	6	-4	2	-16	3	COc1ccc(C2C(C#N)=C(N)Oc3cc(C)[nH]c(=O)c32)cc1OC (configuration not stated)
0	0.0	-3	1	5	-12	1	5	-6	-6	CCCCCCNS(=O)(=O)c1ccc(NC(=O)C2CCCO2)cc1 (configuration not stated)
0	-0.4	3	-3	0	-5	-3	-6	11	4	Nc1nc(C23CC4CC(CC(C4)C2)C3)[nH]c(=O)n1
